# Source: PubChem (several laboratories)
# HGIII-sPLA2 inh = human group III sPLA2 inhibitors, primary screen, biochemical, QFRET, BODIPY PC-A2 liposome substrate; QFRET BODIPY PC-A2 liposome hydrolysis, fluorescence; Group 3 secretory phospholipase A2 (Homo sapiens), Q9NZ20; inhibition, % at 12.2 µM; 0.56% of 370,000 active;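 active = inhibition above mean plus 3 SD of compounds lying within the high and low control bounds, cut at about 19% in these data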;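 note: 0% = median of test compound wells and 100% = no enzyme DMSO wells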
# Target sequence (Q9NZ20 whole entry, looked up): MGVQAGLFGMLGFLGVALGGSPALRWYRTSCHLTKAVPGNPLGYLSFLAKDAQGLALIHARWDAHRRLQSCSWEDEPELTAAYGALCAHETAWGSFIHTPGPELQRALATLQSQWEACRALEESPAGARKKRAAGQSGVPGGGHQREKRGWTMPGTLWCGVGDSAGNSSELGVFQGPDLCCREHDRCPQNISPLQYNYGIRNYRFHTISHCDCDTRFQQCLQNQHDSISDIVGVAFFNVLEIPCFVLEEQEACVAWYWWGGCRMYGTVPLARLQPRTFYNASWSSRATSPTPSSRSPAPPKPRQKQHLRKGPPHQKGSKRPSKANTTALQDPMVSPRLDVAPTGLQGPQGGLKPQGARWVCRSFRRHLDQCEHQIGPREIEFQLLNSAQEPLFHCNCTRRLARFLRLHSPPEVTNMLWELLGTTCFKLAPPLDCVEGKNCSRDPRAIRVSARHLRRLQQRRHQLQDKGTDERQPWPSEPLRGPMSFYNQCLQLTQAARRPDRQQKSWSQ
# GC-A act = GC-A stimulated cGMP production enhancers – HEK293 GC-A cells, cGMP TR-FRET, EC30 ANP, primary screen; Atrial natriuretic peptide receptor 1 (Homo sapiens), P16066; 0% at EC30 ANP, 100% saturating ANP; activation, % at 10 µM; 0.14% of 370,000 active; AID 1671463, 2021; in the data active = activation above about 40%
# GAA850 FXN act = FXN promoter activators, primary screen, cell-based, luciferase luminescence, HEK293 lucGAA850. HEK293 lucGAA850 FXN promoter luciferase reporter, 24 h; percent of 10 µM SAHA response. activation, % at 6 µM. 0.56% of 360,000 active. AID 540364, 2011;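 active = activation above the average of all compounds screened plus 3 SD, cutoff fixed separately per campaign, cut at about 7.5% in these data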;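 note: 0% = DMSO wells and 100% = 10 µM SAHA wells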
# DDE Tn6 FP inh = inhibitors of Tn6 peptide binding to fibrin DD(E), primary screen, biochemical, fluorescence polarization, human fibrin, Tn6 probe; Fibrinogen beta chain (Homo sapiens), P02675; inhibition, % at 8.3 µM; AID 720509, 2013; Fibrin DD(E) TRITC-Tn6 fluorescence polarization displacement; 0.21% of 370,000 active;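 active = inhibition above a per-campaign cutoff: mean of compounds within control limits plus 3 SD, cut at about 15% in these data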;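 note: 0% = median of all compound wells on the plate and 100% = blocking peptide control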
# proKLK7 act = proKLK7 zymogen activators, primary screen, biochemical, fluorescence intensity; Kallikrein-7 (Homo sapiens), P49862; purified proKLK7, EDANS-DABCYL substrate fluorescence; 100% is mature enzyme control, 0% vehicle; activation, % at 7 µM; 0.9% of 370,000 active;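 active = activation above the mean of all tested compounds plus 3 SD, computed per campaign excluding outliers beyond control limits, cut at about 13% in these data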
# Target sequence (P49862 whole entry, looked up): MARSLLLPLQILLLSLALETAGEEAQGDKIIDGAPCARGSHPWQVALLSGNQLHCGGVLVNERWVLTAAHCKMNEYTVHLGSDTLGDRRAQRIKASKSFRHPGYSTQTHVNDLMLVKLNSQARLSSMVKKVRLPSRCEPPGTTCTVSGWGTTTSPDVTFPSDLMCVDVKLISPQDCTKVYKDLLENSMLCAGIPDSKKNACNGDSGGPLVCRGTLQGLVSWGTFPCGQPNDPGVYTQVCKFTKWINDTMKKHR
# ADAM10 inh = human ADAM10 inhibitors, primary screen, biochemical, QFRET, HTS. Disintegrin and metalloproteinase domain-containing protein 10 (Homo sapiens), O14672. 0.62% of 370,000 active. AID 720582, 2013. recombinant ADAM10, EDANS/DABCYL FRET peptide cleavage, 3 h. inhibition, % at 7 µM;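 active = inhibition above a per-campaign cutoff equal to the mean of compounds falling between control-based bounds plus 3 SD, cut at about 20% in these data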;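 note: 0% = DMSO wells while the 100% control is not disclosed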
# GC-B act = human GC-B receptor activators, primary screen, HEK293 GC-B cells, cGMP TR-FRET, EC30 CNP; 0% at EC30 CNP, 100% saturating CNP; activation, % at 10 µM; 0.11% of 370,000 active;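 active = activation at 10 µM reaching about 35% in either raw or pattern-adjusted values, limit read from the data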
# rCAG RNA binder = binders of r(CAG) RNA repeats, primary screen, biochemical, fluorescence | r(CAG) RNA repeat, TO-PRO-1 dye displacement fluorescence | inhibition, % at 3 µM | 1.3% of 370,000 active | AID 651821, 2012;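 active = inhibition above the plate cutoff, the mean of all test compounds on that plate plus 3 SD, cut at about 35% in these data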;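 note: 0% = DMSO alone and 100% = 100 µM mitoxantrone as full dye displacement; higher means more dye released from RNA so lower well fluorescence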
# ASAP1 GAP inh = inhibitors of human ASAP1 ArfGAP activity, primary screen, biochemical, fluorescence polarization; Arf-GAP with SH3 domain, ANK repeat and PH domain-containing protein 1 (Homo sapiens), …; 0.19% of 360,000 active; AID 624377, 2012; ASAP1-stimulated ARF1 GTP hydrolysis, GDP FP detection; inhibition, % at 16.5 µM; in the data active = inhibition above about 25%;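 note: 0% = vehicle with enzyme and substrate and 100% = no enzyme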
# ARFGAP1 inh = inhibitors of rat ARFGAP1 GAP activity, primary screen, biochemical, fluorescence polarization, GDP tracer. ADP-ribosylation factor GTPase-activating protein 1 (Rattus norvegicus), Q62848. Arfgap1-stimulated ARF1 GTP hydrolysis, GDP FP detection. inhibition, % at 16.5 µM. 0.26% of 360,000 active. AID 651572, 2012;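 active = inhibition above a per-plate limit, mean inhibition of low control wells plus 3 SD, cut at about 25% in these data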;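 note: 0% = DMSO wells with enzyme and 100% = wells lacking Arfgap1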
# Target sequence (Q62848 1-136 limits assumed): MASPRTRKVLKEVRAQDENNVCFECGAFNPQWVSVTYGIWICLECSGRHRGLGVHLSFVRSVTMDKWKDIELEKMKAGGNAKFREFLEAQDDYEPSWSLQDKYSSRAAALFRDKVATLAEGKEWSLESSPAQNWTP
#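 system = rat Arfgap1 catalytic domain, aa 1-136 | technique = FP, GDP Alexa 633 tracer displaced from anti-GDP antibody, 620/688 nm | compound = one concentration, 16.5 µM, DMSO 1.26% | medium = HEPES-based buffer, pH 7.5 | timing = compound-enzyme preincubation 20 min, reaction 120 min, detection 60 min, 25 °C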
# Numbers without * were called inactive; nt = no result given.
# Order of values – HGIII-sPLA2 inh | GC-A act | GAA850 FXN act | DDE Tn6 FP inh | proKLK7 act | ADAM10 inh | GC-B act | rCAG RNA binder | ASAP1 GAP inh | ARFGAP1 inh
[1] Cc1c(Cl)cccc1N/C(SCC(=O)N1CCCCCC1)=C(/C#N)c1nc2ccccc2s1
→ 9 | -2 | -2.9 | -1 | -0.5 | -1 | 4 | 4 | 6 | -4
[2] Cc1ccc(S(=O)(=O)N2CCC(C(=O)NCCC3=CCCCC3)CC2)cc1C
→ -5 | 2 | 1.5 | -2 | 0.1 | 4 | -1 | -2 | 3 | 0
[3] CC(=O)c1ccc(N2CCN(C(=O)c3cc(C)on3)CC2)cc1
→ 3 | 1 | 1.4 | -7 | -0.2 | -9 | 1 | 1 | 5 | 5
[4] NC(N)=NS(=O)(=O)c1ccc(NC(=S)NC(=O)/C=C/c2ccccc2)cc1
→ 5 | 1 | 0.2 | -2 | -0.1 | 2 | 0 | 12 | -3 | -4
[5] CCC(C)NC(=O)CSc1nc2cc3c(cc2c(=O)n1Cc1ccco1)OCO3 (stereo not drawn)
→ -4 | -14 | -1.1 | -6 | -0.2 | 2 | -6 | -2 | 6 | 9
[6] COc1ccc([C@H]2CC(=O)C=C(c3ccc(OC)nc3)C2)cc1
→ -3 | 3 | 3.6 | -1 | -0.3 | -1 | 1 | -6 | -7 | -2
[7] COC(=O)CSc1nc(N)c(NC(=O)c2ccc(OC)c(OC)c2)c(=O)[nH]1
→ 4 | 1 | 0.0 | 0 | 1.2 | -6 | 3 | 0 | 7 | -1
[8] Cc1cc(OCC(=O)OCC(=O)N2CCc3ccccc32)ccc1Cl
→ -6 | -1 | 1.5 | 2 | -0.3 | 3 | -3 | 3 | 8 | -15
[9] CCCCCNc1nc2sc3c(c2c(=O)n1-c1cccc(Cl)c1)CCN(C)C3
→ -6 | 20 | 2.9 | 3 | -0.4 | -141 | -2 | -10 | -21 | 2
[10] Cc1nn2c(-c3ccncc3)ccnc2c1Br
→ -1 | 3 | 2.2 | -1 | 0.5 | 0 | -6 | 0 | 2 | -14
[11] Cn1c(=O)c(=O)n(C)c2cc(N3CCOCC3)c(NS(=O)(=O)c3ccc([N+](=O)[O-])cc3)cc21
→ 3 | 11 | 1.2 | -1 | -5.1 | -5 | 5 | 6 | -3 | -8
[12] COCC(=O)Nc1nnc(SCC(=O)NCc2cccs2)s1
→ 11 | -1 | -2.9 | 3 | -1.0 | -3 | 1 | 2 | 11 | 7
[13] CCOC(=O)CC(=O)CSc1nc2c(cc1C#N)CCCCCC2
→ -3 | 11 | -1.0 | 7 | 13* | -33 | 6 | 5 | 7 | -4
[14] Cc1ccccc1C1CC(c2cccs2)=NN1S(C)(=O)=O (stereo not drawn)
→ 5 | 0 | 3.0 | -3 | 0.5 | -9 | 3 | -3 | -5 | -3
[15] Cc1occc1C(=O)Nc1cccc(C(=O)NCc2ccccc2)c1
→ -13 | 8 | -2.2 | 1 | 1.3 | 6 | 13 | 5 | 2 | -5

# The list continues:
# Order of values – HGIII-sPLA2 inh | GC-A act | GAA850 FXN act | DDE Tn6 FP inh | proKLK7 act | ADAM10 inh | GC-B act | rCAG RNA binder | ASAP1 GAP inh | ARFGAP1 inh
[16] O=C(NC(C(=O)O)c1ccccc1)c1ccc(S(=O)(=O)N2CCOCC2)cc1 (stereo not drawn)
→ 1 | 4 | 2.0 | -3 | -0.4 | 2 | 3 | 5 | 3 | -4
[17] COc1ccccc1N(CC(=O)NC1CCCC1)S(=O)(=O)c1ccc(C)cc1
→ 5 | -6 | -1.7 | -4 | -0.2 | -6 | 5 | -3 | 1 | 16
[18] O=C1NC(N2CCOCC2)=N/C1=C/c1ccc2c(c1)OCO2
→ 2 | -6 | -0.8 | -2 | -0.1 | -25 | -4 | -3 | -2 | -5
[19] CCC1(C)Cc2nc3[nH]c(=S)n(-c4ccccc4C)c(=O)c3cc2CO1 (stereo not drawn)
→ 7 | -4 | 0.9 | 1 | 0.0 | 10 | -4 | 2 | -6 | 1
[20] COc1cccc2c(=O)cc(C)n(CC(=O)Nc3ccccc3C)c12
→ 3 | 2 | -0.6 | 0 | 5.0 | -54 | -1 | -3 | 2 | -6
[21] O=C(O)C1=CCCN(CCON=C(c2ccccc2)c2ccccc2)C1
→ -10 | 0 | -0.8 | 6 | 0.1 | -5 | -1 | 7 | 8 | 0
[22] CCCCCN(C(=O)CCC(=O)OC(C)C(=O)NCc1ccccc1)c1c(N)n(CCCC)c(=O)[nH]c1=O (stereo not drawn)
→ -1 | 2 | 1.5 | 3 | -0.1 | -8 | -3 | -9 | 12 | 8
[23] CCOC(=O)c1ccccc1NC(=O)CSc1nnnn1C1CCCCC1
→ -30 | 1 | 0.9 | -7 | -0.1 | 5 | 3 | -6 | 11 | -9
[24] CCOC(=O)C(NC(=O)c1ccccc1F)(Nc1cc(C)on1)C(F)(F)F (stereo not drawn)
→ 0 | 2 | 0.4 | 3 | -0.5 | 4 | 5 | 0 | 4 | 15
[25] CCC1CCCCN1CCCNC(=O)C1CCC(CNS(=O)(=O)c2c(C)cc(C)cc2C)CC1 (stereo not drawn)
→ -13 | 0 | -1.3 | -3 | -0.4 | -10 | 2 | -10 | 1 | -3
[26] Cc1cc(C)n(Cc2ccc(NC(=O)c3nn(C)cc3[N+](=O)[O-])cc2)n1
→ -1 | 4 | 0.1 | 8 | 0.1 | -3 | 4 | 5 | -14 | -3
[27] Cc1ccc(S(=O)(=O)/N=C(/Nc2cccc3ccccc23)c2ccc(F)cc2)cc1
→ -25 | -15 | 0.0 | -1 | 0.4 | 7 | -8 | 0 | 8 | -10
[28] COc1ccc(N(CC(=O)Nc2ccccc2C(=O)N2CCOCC2)S(=O)(=O)c2ccc(F)cc2)cc1
→ -1 | 2 | 3.9 | 3 | 0.0 | 3 | 2 | -2 | -7 | 4
[29] N#C/C(=C/C1=C(N2CCOCC2)C(=C/c2cccc([N+](=O)[O-])c2)/CC1)C(=O)Nc1ccccc1F
→ 1 | -1 | -0.2 | 0 | 0.2 | -3 | -4 | 7 | -11 | -1
[30] C=CCN1C(=O)[C@@H](CC(=O)NCCCOCCCC)[C@]2(C(=O)OC)CCCCC=C12
→ -5 | 2 | nt | -3 | -0.2 | 4 | 1 | -2 | nt | nt

# Later entries:
# Order of values – HGIII-sPLA2 inh | GC-A act | GAA850 FXN act | DDE Tn6 FP inh | proKLK7 act | ADAM10 inh | GC-B act | rCAG RNA binder | ASAP1 GAP inh | ARFGAP1 inh
[31] Cc1cc(C)c2c(NC(=O)CCl)nn(C)c2n1
→ 8 | 0 | 0.3 | -1 | -0.3 | -11 | 4 | 1 | 4 | -4
[32] CC(C)NC(=S)NCc1cccs1
→ 9 | 5 | 2.1 | -3 | 0.0 | 5 | 0 | 1 | -17 | -5
[33] CCc1nc(N2CCN(C(=S)NCCCOC)CC2)c2c3c(sc2n1)CCCC3
→ -20 | -12 | -0.8 | -10 | 0.7 | 20* | -7 | -3 | -7 | 6
[34] O=C(Nc1cccc2cccc(NC(=O)c3ccco3)c12)c1ccco1
→ -5 | -5 | 0.2 | -6 | -0.5 | 3 | 0 | 14 | 0 | -2
[35] O=C1Nc2ccccc2CCC1Sc1nnc(-c2ccc(Cl)cc2)s1 (stereo not drawn)
→ 0 | -4 | 2.3 | -4 | -0.4 | 7 | -1 | 0 | 6 | -9
[36] CCOC(=O)[C@]12Cc3c(cc(OC)c(OC)c3OC)[C@H]1N(Cc1ccccc1)C(=O)c1cc(OC)ccc12
→ -4 | -24 | nt | -6 | -0.1 | -6 | -15 | 3 | 0 | -8
[37] O=C(CN1C(=O)C2CC=CCC2C1=O)NC1=NCCS1 (stereo not drawn)
→ -1 | 1 | -0.3 | 0 | 0.4 | 9 | 2 | 3 | 7 | 11
[38] CSCCC1NC(=O)N(CC(=O)Nc2ccc(Br)cc2Br)C1=O (stereo not drawn)
→ 2 | 2 | -0.3 | -4 | 0.5 | 4 | 1 | -2 | 1 | 6
[39] O=C(OCC(=O)N1CCOCC1)C(c1ccccc1)c1ccccc1
→ -6 | -1 | 1.4 | 5 | -0.3 | 5 | -2 | -1 | -16 | 0
[40] CN=Cc1c(NC)nc2c(C)cccn2c1=O
→ 1 | 11 | -0.9 | -1 | 4.8 | -146 | 3 | 4 | -8 | 13
[41] N#Cc1ccc(C23CC4(C2)[C@H](CN(CC2CCCCC2)[C@@H]4c2ccccc2)C3c2ccc(Cl)nc2)cc1 (stereo partly drawn)
→ 8 | -4 | -4.0 | 8 | 0.2 | -5 | -7 | 4 | -6 | -6
[42] COc1cccc(NC(=O)C2(C)CCCN(C(C)C)C2)c1 (stereo not drawn)
→ -5 | 4 | -2.2 | -3 | -0.2 | -3 | 1 | 1 | 1 | 6
[43] COCCn1cnc2c1c(=O)n(Cc1ccc(C#N)cc1)c(=O)n2Cc1ccccc1
→ 10 | -16 | -2.0 | 4 | -0.5 | -9 | 16 | -2 | 10 | 8
[44] CCCc1[nH]n(-c2ccc([N+](=O)[O-])cc2)c(=O)c1C=NCCc1ccc(OC)c(OC)c1
→ 11 | -4 | -1.2 | 8 | 0.3 | -5 | -6 | -1 | 8 | 10
[45] Cc1coc2cc3oc(=O)c(CCC(=O)NCCN4CCOCC4)c(C)c3cc12
→ -3 | 5 | 0.2 | 6 | 8.2 | -335 | 2 | -3 | 18 | 1

# The results go on:
# Order of values – HGIII-sPLA2 inh | GC-A act | GAA850 FXN act | DDE Tn6 FP inh | proKLK7 act | ADAM10 inh | GC-B act | rCAG RNA binder | ASAP1 GAP inh | ARFGAP1 inh
[46] CSc1ncccc1C(=O)NCc1nnc2ccccn12
→ 12 | 3 | -0.9 | -3 | -0.2 | -14 | 1 | 1 | 9 | 18
[47] O=C(NNC1CC(=O)N(c2ccccc2)C1=O)c1cccnc1 (stereo not drawn)
→ 1 | 2 | 1.0 | 0 | 1.1 | 6 | 0 | 2 | -3 | -3
[48] O=C1COc2cc(O)ccc21
→ 17 | -6 | 0.0 | -2 | -0.3 | -18 | 1 | 2 | -10 | -6
[49] Oc1c(C2=NCCNC(C(F)(F)F)=C2)ccc2ccccc12
→ 10 | -6 | 6.4 | -3 | 1.1 | 2 | -5 | 0 | -5 | -3
[50] C=CCN1C=C2C(=O)C(C)(OC(=O)C3CCCC3)C(=O)C(c3ccccc3)=C2C=C1CCCC(=O)OC (stereo not drawn)
→ 0 | -3 | -1.2 | -4 | 1.3 | -5 | -2 | 3 | 9 | -6

# Random draw from the library; overall some 4.5% were active at least once.
